Assay outcomes deposited in PubChem by Broad Institute.
Cneo AK release – Cryptococcus neoformans lysis via adenylate kinase release; C. neoformans lysis, adenylate kinase release luminescence, 4 h; normalised: neutral wells 0, clomiphene wells 100; lysis activity, % at 15 µM; 0.2% of 360,000 active; AID 651654;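 active = mean lysis activity across replicates of at least 80%, whatever share of replicates individually reach that level; inactive = mean lysis activity below 80%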
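Material: C. neoformans cells; Schedule: 4 h static compound exposure, 37 °C, read 1 h post-reagent; Measured by: adenylate kinase release luminescence; Read-out: signal increase indicating cell lysis; Controls: Clomiphene as positive lysis control.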
miR-122 sensor – inhibitors of miR-122 in Huh7 cells | Huh7 miR-122 Renilla luciferase sensor, 48 h; neutral wells = 0, positive control = 100 | activation (reporter increase), % at 12.5 µM | 0.3% of 340,000 active;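 active = mean replicate activation score at least 90 and every replicate individually at or above 90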;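 note: higher luciferase means less miR-122 activity so hits act as miR-122 inhibitors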
PGC1a acetyl inh – modulators of PGC1a acetylation; inhibition, % at 15.6 µM; U2OS PGC1a acetylation, AlphaScreen anti-acetyl-lysine; with virally co-expressed GCN5 acetyltransferase; 0.17% of 350,000 active;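 active = every replicate shows inhibition of at least 40%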;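 note: 0% = neutral control wells and 100% = positive control wells; some results beyond the cut were filed as inactive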
EWS-Fli block – blocks EWS/Fli oncoprotein-driven transcription; A673 NR0B1-luciferase reporter, viability-normalised; inhibition, % at 12.6 µM; 0.67% of 350,000 active;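 active = mean inhibition of at least 50% after viability correction, with every replicate also passing that limit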;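 note: firefly luciferase signal divided by Alamar Blue viability fluorescence both relative to DMSO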
CASP6 VEID inh – inhibitors of human caspase-6 | P55212 | purified caspase-6, Z-VEID-R110 cleavage fluorescence | inhibition, % at 12.5 µM | 0.53% of 350,000 active | AID 686996;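 active = mean inhibition across replicates at least about 35%, with every replicate also reaching that limit, limit read from the data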;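 note: 0% = median of neutral control wells and 100% = no fluorescence left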
Target sequence (P55212 24-179 limits assumed): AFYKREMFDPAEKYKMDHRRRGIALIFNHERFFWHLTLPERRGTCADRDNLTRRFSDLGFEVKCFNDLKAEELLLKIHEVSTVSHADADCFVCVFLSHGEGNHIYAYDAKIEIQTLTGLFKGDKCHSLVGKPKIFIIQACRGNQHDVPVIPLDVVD
Target sequence (P55212 194-293 limits assumed): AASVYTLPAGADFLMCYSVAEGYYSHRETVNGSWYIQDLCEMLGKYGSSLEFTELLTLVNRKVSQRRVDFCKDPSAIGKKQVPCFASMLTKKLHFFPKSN
PAX8 reporter – lowers PAX8-driven luciferase in RMG-I cells. RMG-I TPO-luciferase reporter, SteadyGlo, 24 h. inhibition, % at 12.6 µM. 1.2% of 360,000 active. AID 652154;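 active = mean replicate inhibition at least 60% with every replicate also reaching 60%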;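 note: luciferase light reporting Pax8 driven TPO promoter activity; plate controls were median of neutral control wells for no effect and mitoxantrone controls for full effect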
FN deposit inh – fibronectin deposition inhibition | AH1F fibroblasts, Alexa488-fibronectin deposition fluorescence, overnight | 0.086% of 350,000 active | inhibition, % at 12.6 µM;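 active = mean inhibition across replicates of 30% or more, regardless of how many single replicates reach that level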;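 note: positive control wells lacked labelled fibronectin entirely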
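Measured by – fluorescence 485/525 nm · System – AH1F fibroblast monolayer, labelled fibronectin deposition · Amount – 10000 cells per well · Buffer or medium – serum-reduced DMEM (2% serum) · Doses – single dose, pinned · Also added – fluorescent fibronectin at 24 nM final · Schedule – 1 h cell attachment, overnight exposure to compound and label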
LGR2 inh – blocks bursicon-induced cAMP signaling via Drosophila LGR2. 0.35% of 380,000 active. AID 720647. HEK293 LGR2, CRE-luciferase, bursicon-stimulated, 4 h. inhibition, % at 9.99 µM;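 active = drop in luminescence signal, shown as inhibition above about 50% in the replicate tests, limit read from the data, passing the limit was not always enough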;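 note: agonist challenge used bursicon conditioned medium at about half maximal strength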
* = called active by the depositor; . = no result given; & = joins results of further samples; [ ] = remark or other dose.

SMILES	Cneo AK release	miR-122 sensor	PGC1a acetyl inh	EWS-Fli block	CASP6 VEID inh	PAX8 reporter	FN deposit inh	LGR2 inh
C[C@@H]1CCCCO[C@@H](CN(C)S(=O)(=O)c2ccc(Cl)cc2)[C@H](C)CN([C@@H](C)CO)C(=O)c2cc(NC(=O)c3ccccc3)ccc2O1	0	-2[16.7 µM]	-14	2	-1	16	.	3
O=C(CN1C(=O)COc2ccc(S(=O)(=O)N3CCCC3)cc21)NCc1ccccn1	.	.	2	-2	0	4	-1	6
O=C(Nc1ccc2c(c1)[C@H]1C[C@H](CC(=O)N3CCc4ccccc4C3)O[C@@H](CO)[C@H]1O2)C1CCOCC1	2	-3[16.7 µM]	-1	-4	2	9	.	11
Cn1c(=O)c([N+](=O)[O-])c(NCc2ccccc2Cl)c2ccccc21	.	.	0	-4	1	1	13	.
S=C(NNC(=S)NC1CC2C=CC1C2)NC1CC2C=CC1C2 (configuration not stated)	-1	16	1	-15	0	-11	-10	-13
Cc1cc(C)c(S(=O)(=O)NCC2CCC(C(=O)NCCCN3CCC(C)CC3)CC2)c(C)c1 (configuration not stated)	2	-11	2	18	-22	-9	-6	25
COCCNC(=O)CSc1cc(=O)n(C)c2cc(Cl)ccc12	.	.	.	10	-1	4	-3	5
CCOc1ccc(-n2c(=O)c3sccc3n(CC(=O)NCC3CCCO3)c2=O)cc1 (configuration not stated)	0	-7	-2	1	3	-7	-4	4
Cc1cc(Nc2ccc(Cl)cc2)nc(N2CCOCC2)n1	2	13	9	-42	1	12	23	-40
O=C(NCCCO)c1cc2c([nH]c3ccccc32)c(-c2ccc(F)cc2)n1	0	.	.	21	2	43	8	-18
O=C(CCNS(=O)(=O)c1ccccc1)N1CCN(c2ccccc2)CC1	0	3	.	2	-26	5	.	-10
COC(=O)[C@]12CCCCC=C1N(Cc1ccc3c(c1)OCO3)C(=O)[C@H](CC(=O)N1CCCC1)C2	.	.	.	-3	0	11	-6	-12
COc1ccc(-c2cn3c(C)c(C(=O)Nc4cc(NC(C)=O)ccc4OC)sc3n2)cc1	-1	5	5	.	.	.	-12	.
CC(C)CNC(=O)NC(=O)COC(=O)c1cc([N+](=O)[O-])ccc1NCc1ccccc1Cl	.	.	.	10	2	6	-6	10
Cc1cc(C)n(-c2ccccc2[N+](=O)[O-])n1	.	.	5	9	1	2	12	-21
COc1ccc(-c2cn(CC[C@H]3CC[C@@H](NS(=O)(=O)c4ccccc4C)[C@@H](CO)O3)nn2)cc1	3	.	-10	-4	-3	9	.	4
Cc1c(NS(=O)(=O)c2cc(C(=O)OCC(=O)N3CCC(C)CC3)ccc2Cl)c(=O)n(-c2ccccc2)n1C	.	-2	15	-60	.	-29	-3	9
COCCn1c(C)cc(C(=O)CSc2nnc3ccccn23)c1C	-7	-2	3	63*	1	32	0	62*
NC(=O)C1=C(c2ccccc2)c2ccccc2C1=O	1	-1	-12	7	3	-8	6	0
CCOC(=O)c1cnc(SCC(=O)OCC(=O)N(CC)C2CCS(=O)(=O)C2)nc1N (configuration not stated)	.	.	.	-5	2	-7	2	-13

Full records as entered above. Screens in order: Cneo AK release, miR-122 sensor, PGC1a acetyl inh, EWS-Fli block, CASP6 VEID inh, PAX8 reporter, FN deposit inh, LGR2 inh
O=C(NCCCO)c1cc2c([nH]c3ccccc32)c(-c2ccc(F)cc2)n1 as listed: 0, ., ., 21, 2, 43, 8, -18
COCCn1c(C)cc(C(=O)CSc2nnc3ccccn23)c1C as listed: -7, -2, 3, 63*, 1, 32, 0, 62*
S=C(NNC(=S)NC1CC2C=CC1C2)NC1CC2C=CC1C2 (configuration not stated) as listed: -1, 16, 1, -15, 0, -11, -10, -13

Continuation:
SMILES	Cneo AK release	miR-122 sensor	PGC1a acetyl inh	EWS-Fli block	CASP6 VEID inh	PAX8 reporter	FN deposit inh	LGR2 inh
COc1cccc(-c2ccc([C@@H]3[C@H]4CN(S(=O)(=O)c5cn(C)cn5)CCCCN4[C@H]3CO)cc2)c1	-2	10[16.7 µM]	-4	-13	0	-21	.	-18
CC(C)NC(=S)Nc1c(N)[nH]c(=O)[nH]c1=O	-2	-6	5	4	-1	6	1	9
CCCNC(=O)C[C@@H]1CC[C@@H]2[C@H](COC[C@@H](O)CN2C(=O)Nc2ccccc2OC)O1	1	6[16.7 µM]	-10	-5	2	-8	-4	11
Cc1ccc2c(c1)c1c(n2CCc2ccc(C)nc2)CCN(C)C1	-5	1	-5	-5	-11	7	3	.
CCN(Cc1nc(-c2ccc(Cl)cc2)no1)CC1CCCO1 (configuration not stated)	-1	0	.	-29	-25	0	-4	-38
Cc1nc2ncnn2c(C)c1CCC(=O)N1CCN(Cc2ccccc2)CC1	1	-2	-5	.	.	.	-28	.
COc1ccc(CCNCC(O)COc2cccc(Br)c2)cc1 (configuration not stated)	-1	1	7	2	1	-13	5	10
CC(=O)c1c(C)[nH]c(C(=O)COC(=O)CCCOc2ccccc2)c1C	.	0	-12	-5	-2	-6	.	3
COCC(=O)Nc1ccc2c(c1)[C@@H]1C[C@H](CC(=O)NCc3ccc(OC)cc3)O[C@@H](CO)[C@@H]1O2	-9	0[16.7 µM]	-1	4	1	-6	-15	-6
CCOc1ccc(N/C(C)=C/C(=O)c2ccc(C)o2)cc1	-5	-4	6	.	.	50	.	.
CCc1c(C(=O)NCc2ccccc2Cl)[nH]c(C)c1C(C)=O	0	118*	15	.	.	-9	-2	.
CCOCCCNC(=O)C(c1ccc(Cl)cc1)N(Cc1cccs1)C(=O)c1ccccn1 (configuration not stated)	.	.	-2	-5	2	6	.	3
C=CCn1c(=O)c2c(nc(Br)n2Cc2ccccc2Cl)n(C)c1=O	0	-6	-7	.	.	9	12	.
Cc1ccccc1CN1CCNC(=O)C1CC(=O)N(C)CCC1CCOCC1 (configuration not stated)	-1	-11	-1	-3	-2	7	-7	-4
O=C(Nc1ccccc1)c1cc2ccc3ccccc3c2s1	-2	4	.	-105	-5	-89	-7	-74
O=[N+]([O-])c1cccnc1N/N=C/c1ccccc1O	.	0	-1	-73	.	-76	2	-80
C[C@H]1CN([C@@H](C)CO)C(=O)c2cccc(N(C)C)c2O[C@@H]1CN(C)Cc1ccc(-c2ccccc2)cc1	3	-2[16.7 µM]	-15	.	-2	-1	.	-14
CCCN(C(=O)C1CSC2(C)CCC(=O)N12)c1c(N)n(Cc2ccccc2)c(=O)[nH]c1=O (configuration not stated)	.	.	.	-3	1	-1	-2	13
CC(=O)OC(C(=O)NCCN1CCOCC1)c1c(F)cccc1F (configuration not stated)	.	.	.	3	-1	9	-23	-6
CC1=C(C(=O)Nc2cc(C(=O)N3CCC(C)CC3)ccc2C)SCCO1	-2	1	4	-2	4	-9	4	-4
COc1ccc(CN(C)C[C@@H]2OCCCC[C@H](C)Oc3ccc(NC(=O)Cc4ccccc4)cc3C(=O)N([C@@H](C)CO)C[C@@H]2C)cc1	3	-8	-6&-13	9&-1	-3	-8&-9	3	-22
CCn1nc(C(=O)Nc2ccc3nc(C)sc3c2)c2ccccc2c1=O	3	7	-2	.	.	-14	-2	-10
CCC(Oc1ccc(C)cc1)C(=O)Nc1ccc(S(=O)(=O)Nc2cc(C)on2)cc1 (configuration not stated)	3	-2	.	2	-1	-13	-2	-5
CCOC(=O)NC(=O)CSc1cc(C)c2cc(C)cc(C)c2n1	.	.	-14	11	-4	16	-1	.
COCCN(CCOC)C(=O)c1sc2nc(-c3ccccc3)cn2c1C	1	4	.	.	.	7	-14	.
O=C(COC(=O)/C=C/c1cccc(F)c1)NNC(=O)c1ccccc1	-1	-3	-7	-1	-1	3	-10	21
C=CC[C@@]12N=C(c3ccc(OCCCO)cc3)O[C@@H]1c1ccccc1CN(C(=O)c1ccccc1)C2=O	4	.	4	-5	3	1	.	.
CC(C)[C@@H]1Cc2[nH]c(=S)[nH]c(=O)c2[C@H](CCc2ccccc2)O1	.	.	.	4	.	17	15	-15
COc1ccc(C)c(-n2c(=O)n(Cc3ccccc3)c(=O)c3[nH]cnc32)c1	-1	-5	4	6	2	-8	-3	-21
CO[C@@H]1CN(C)C(=O)c2cc(NC(=O)c3ccc4c(c3)OCO4)ccc2OC[C@@H](C)N(CCC(F)(F)F)C[C@@H]1C	0	.	-1	9	-1	12	0	-24
O=C(CCN=C1NS(=O)(=O)c2ccccc21)Nc1ccc(Cl)cc1F	.	.	7	-6	-2	-19	-3	4
O=C(NCCCN1CCCC1=O)c1ccc(Cl)c(NS(=O)(=O)c2ccc(F)cc2)c1	-1	-10	-16	.	.	18	-1	.
Cc1ccc2nc3n(c(=O)c2c1)-c1cc2ccccc2cc1C(=O)NC3CC(C)C (configuration not stated)	0	0	.	9	2	-3	-2	11
CC(C)OC(=O)CC(=O)CSc1nc(-c2ccc(F)cc2)cc(-c2ccccc2)c1C#N	.	.	.	-14	1	1	.	-10
N#Cc1ccccc1OCC(=O)C1CC1	.	.	.	-9	4	-1	6	7
O=C(NCC1CCCO1)c1cn(Cc2ccccc2)nc1-c1ccccc1 (configuration not stated)	0	2	-3	4	-2	14	7	6
CC(=O)N[C@H]1CC[C@@H](CC(=O)NCC2CCCCC2)O[C@H]1CO	-3	.	1	0	0	-2	7	2
O=c1cc(/N=C/c2coc3cc(Br)ccc3c2=O)[nH]c(=S)[nH]1	3	-2	9	16	-1	-17	-1	-17
N#CC(c1cccc([N+](=O)[O-])c1)C(CC(=O)c1ccccc1)c1ccccc1 (configuration not stated)	-4	.	.	12	-2	-8	1	15
C[C@@H]1CN([C@H](C)CO)C(=O)c2cc(C#CC3(O)CCCC3)cnc2O[C@H]1CN(C)Cc1ccccn1	61	-8[16.7 µM]	27	5	-4	-15	.	-12
CCCN1[C@@H]2Cn3c(ccc(-c4ccccc4F)c3=O)[C@H]1[C@@H](C(=O)NCc1ccccn1)[C@@H]2CO	.	.	4	-6	-1	-50	.	-12
Cc1c(CC(=O)NCC(=O)N[C@H](Cc2ccccc2)C(=O)O)c(=O)oc2cc(O)ccc12	-5	-3	-6	2	-4	.	.	-14
O=C1NC[C@H](CCCCN2C[C@H](Cc3ccc(O)cc3)N(CCC3CCCCC3)C(=O)C2=O)N(CC2CCCCC2)C1=O	.	.	.	-3	3	2	-4	-2
COc1ccc(CCNC(=O)CN(c2ccc(C)cc2)S(=O)(=O)c2c(C)noc2C)cc1OC	-1	-22	-1	.	.	-13	-6	.
CC(C)CN(C(=O)CCC(=O)OCC(=O)N(C)c1ccccc1)c1c(N)n(CC(C)C)c(=O)[nH]c1=O	1	-2	-7	-7	-1	5	-1	-14
CCOc1ccc(C(=O)NCc2cccnc2)cc1[N+](=O)[O-]	.	.	.	15	-2	23	-10	-5
Cc1ccc(NC(=O)N2CCc3ccccc32)cc1	-5	-13	2	.	.	-102	-1	.
CC(=O)Nc1ccc(NC(=O)Nc2ccccc2C)cc1	.	2	-4	-29	2	-41	4	-20
CC(=O)N1CC2(C1)[C@@H](c1ccc(-c3ccccc3C)cc1)[C@@H](CO)N2C(C)=O	.	.	1	5	.	-6	.	-4
O=C(Nc1cc(-c2ccccc2)nn1C1CCCCC1)c1ccc(Cl)cc1	1	5	-21	17	0	-2	-3	26
Cc1ccc(/C=N/N=C2\SCC(=O)N2CC2CC2)cc1	.	.	10	0	3	-15	1	.
Cc1ccccc1C(=O)Nc1ccc2nc3n(c(=O)c2c1)CCCC3	0	4	2	-47	1	7	3	-21
c1coc(C2Nc3ccccc3C3OCCC23)c1 (configuration not stated)	-1	-7	3	.	.	-26	-3	.
